Rpn11 block = Rpn11 (human) deubiquitinase inhibition; hit rate 0.59% among 360,000; human 26S proteasome, Ub4-pepOG fluorescence polarization; 20S core pre-blocked with epoxomicin; AID 588493; calls only at 20 µM; O00487;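 active means inhibition at 20 µM, scaled to each plate's controls, above about 33%, limit read from the data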
Target sequence (O00487 whole entry, looked up): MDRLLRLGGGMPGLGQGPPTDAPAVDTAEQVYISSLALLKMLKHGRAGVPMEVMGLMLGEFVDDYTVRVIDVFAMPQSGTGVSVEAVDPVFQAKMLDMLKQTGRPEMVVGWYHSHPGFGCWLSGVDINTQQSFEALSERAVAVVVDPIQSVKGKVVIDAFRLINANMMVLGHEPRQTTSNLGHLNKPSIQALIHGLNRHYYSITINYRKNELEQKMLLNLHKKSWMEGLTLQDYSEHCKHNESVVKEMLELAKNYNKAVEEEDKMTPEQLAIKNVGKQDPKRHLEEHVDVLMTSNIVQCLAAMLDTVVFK
eLon inh = E. coli protease La inhibition; P0A9M0; purified E. coli Lon protease, fluorescence polarization; inhibition, % at 7.94 µM; hit rate 0.42% among 360,000; AID 602123; in the data active means inhibition above about 13%, passing the limit was not always enough;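 further: 0% = enzyme with probe and DMSO and 100% = no enzyme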
MT1-MMP act inh = MT1-MMP (human) activation inhibition. P50281. HT1080 RFP-PRO-GFP cells, GFP/RFP ratio fluorescence, overnight; percent of plate control window, DMSO zero. GFP/RFP ratio change, % at 20 µM. hit rate 0.061% among 360,000. AID 651647;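 active means GFP/RFP ratio change of at least 30% with cell ATP level not reduced by more than half and red fluorescence within 50% of control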; further: strong numbers were not always called active
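Assay system – RFP-PRO-GFP reporter HT1080 cells · Compound dosing – single dose of 20 µM compound, 1% DMSO final · Incubation – overnight compound exposure at 37 °C · Measure – GFP/RFP fluorescence ratio · Benchmarks – DMSO wells and RFP-L50D-GFP cells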
CSN inh = inhibitors of human CSN-mediated cullin deneddylation | Q92905 | Purified CSN, SCF-Nedd8-OG deneddylation, fluorescence polarization | inhibition, % at 12.5 µM | hit rate 0.38% among 360,000 | AID 651999;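 active means pattern-corrected inhibition above about 35%, with an unprinted fluorescence ratio check between 0.5 and 1.5, limit read from the data, passing the limit was not always enough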;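 further: 0% = enzyme with substrate and 100% = substrate without enzyme; some results filed as inactive read as strong as hits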
Target sequence (Q92905 whole entry, looked up, one chain of several): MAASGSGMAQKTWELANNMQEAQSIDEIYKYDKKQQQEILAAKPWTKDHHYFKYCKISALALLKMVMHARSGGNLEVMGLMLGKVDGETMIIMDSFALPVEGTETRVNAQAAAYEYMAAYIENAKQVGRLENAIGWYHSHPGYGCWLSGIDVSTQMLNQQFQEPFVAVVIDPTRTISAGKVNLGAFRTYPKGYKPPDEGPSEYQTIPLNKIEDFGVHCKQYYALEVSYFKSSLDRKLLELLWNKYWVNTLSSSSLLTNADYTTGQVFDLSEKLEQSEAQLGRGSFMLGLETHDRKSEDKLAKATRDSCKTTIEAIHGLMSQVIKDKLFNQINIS
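Test system: purified human Csn5 enzyme expressed in HEK293T cells. Amount: 0.24 nM enzyme. Reagent: SCFSkp2-Nedd8OG substrate at 10 nM final. Schedule: 90 min incubation of compound, enzyme and substrate at room temperature. Detection: fluorescence polarization. Read-out: % inhibition of substrate cleavage by Csn5.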
Rin1-Abl PPI inh = human Rin1-Abl interaction inhibition; P00519+Q13671; TR-FRET Rin1/Abl binding, biochemical; inhibition, % at 7.35 µM; hit rate 0.4% among 360,000; AID 588664; in the data active means inhibition above about 5%, passing the limit was not always enough
FAS-TE inh = FAS thioesterase (human) inhibition; AID 602261; recombinant FAS-TE, OMFH fluorogenic substrate, fluorescence endpoint; hit rate 0.67% among 360,000; P49327; inhibition, % at 15 µM;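 active means compounds whose normalised, plate-corrected inhibition of enzyme fluorescence in the single-dose primary screen is 50% or more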;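 further: 0% = DMSO with enzyme and 100% = substrate without enzyme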
PABP1 MLLE inh = inhibitors of microRNA-mediated deadenylation, human PABP1 MLLE binding. GST-MLLE / FITC-PAM2 fluorescence polarization. P11940. AID 588489. inhibition, % at 20 µM. hit rate 0.36% among 360,000; in the data active means inhibition above about 35%, passing the limit was not always enough;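 further: plate controls were DMSO wells with GST-MLLE for no effect and wells lacking GST-MLLE protein for full effect; some results filed as inactive read as strong as hits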
MsrA inhibitor = bovine MsrA inhibition. AID 651718. hit rate 0.75% among 360,000. inhibition, % at 15.5 µM. purified bovine MsrA, absorbance read-out; in the data active means inhibition above about 4.5%;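 further: 0% = vehicle wells with enzyme and 100% = reference inhibitor wells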
MsrA act = activates bovine MsrA enzyme; AID 602163; hit rate 0.3% among 360,000; purified bovine MsrA, absorbance read-out; activation, % at 10.6 µM; in the data active means activation above about 7.5%;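 further: 0% = vehicle and 100% = reference activator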
The depositor's hits bear a star.

O=C(Nc1ccc(Cl)cc1)c1nc[nH]c1C(=O)NCCCCNC(=O)c1[nH]cnc1C(=O)Nc1ccc(Cl)cc1 was read as Rpn11 block inactive, eLon inh -7, MT1-MMP act inh -12, CSN inh 4, Rin1-Abl PPI inh -1, FAS-TE inh 7, PABP1 MLLE inh 27, MsrA inhibitor -0.6 and MsrA act 0.
`COc1cc(OC)c(/C=N/NC(N)=S)cc1Br` gave Rpn11 block inactive, eLon inh -8, MT1-MMP act inh 5, CSN inh -4, Rin1-Abl PPI inh -3, FAS-TE inh -7, PABP1 MLLE inh -38, MsrA inhibitor 5.3* and MsrA act -3.
N#CC1(Nc2ccc3ccccc3c2)CCCC1 was read as Rpn11 block inactive, eLon inh 1, MT1-MMP act inh 1, CSN inh 0, Rin1-Abl PPI inh 0, FAS-TE inh 2, PABP1 MLLE inh 9, MsrA inhibitor 0.6 and MsrA act -1.
`C=CCc1cc(Cl)ccc1OCCN1CC(C)OC(C)C1` (stereo not given) gave Rpn11 block inactive, eLon inh 3, MT1-MMP act inh -2, CSN inh -6, Rin1-Abl PPI inh 2, FAS-TE inh 6, PABP1 MLLE inh -4, MsrA inhibitor -1.3 and MsrA act -3.
Oc1ccc(Cl)cc1C1=Nc2ccccc2N=C(c2ccco2)C1 was read as Rpn11 block inactive, eLon inh -15, MT1-MMP act inh -16, CSN inh 14, Rin1-Abl PPI inh -2, FAS-TE inh -7, PABP1 MLLE inh -19, MsrA inhibitor 1.4 and MsrA act -1.
CC1CN(C(=O)Cn2cnc3c2c(=O)n(C)c(=O)n3C)CC(C)O1 (stereo not given) was read as Rpn11 block inactive, eLon inh -15, MT1-MMP act inh -5, CSN inh 1, Rin1-Abl PPI inh 1, FAS-TE inh -7, PABP1 MLLE inh 8, MsrA inhibitor -0.7 and MsrA act -2.
Screening c1ccc(CSc2nc3ncccn3n2)cc1 returned Rpn11 block inactive, eLon inh -7, MT1-MMP act inh -2, CSN inh 0, Rin1-Abl PPI inh -2, FAS-TE inh -5, PABP1 MLLE inh 10, MsrA inhibitor -1.1 and MsrA act -2.
O=C(COC(=O)/C=C/c1cccs1)NC(=O)Cc1ccccc1 was read as Rpn11 block inactive, eLon inh -5, MT1-MMP act inh 2, CSN inh -11, Rin1-Abl PPI inh 6, FAS-TE inh -5, PABP1 MLLE inh -6, MsrA inhibitor -0.1 and MsrA act -7.
CCS(=O)(=O)N1Cc2ccccc2CC1C(=O)NCc1cccc(OC)c1 (stereo not given) was read as Rpn11 block inactive, eLon inh 3, MT1-MMP act inh -1, CSN inh 2, Rin1-Abl PPI inh -3, FAS-TE inh -1, PABP1 MLLE inh 14, MsrA inhibitor -0.1 and MsrA act -3.
Screening COc1ccc(OC)c(C2NC(=O)c3sc(=S)n(-c4ccccc4)c3N2)c1 (stereo not given) returned Rpn11 block inactive, eLon inh 7, MT1-MMP act inh 3, CSN inh 5, Rin1-Abl PPI inh -3, FAS-TE inh -2, PABP1 MLLE inh 2, MsrA inhibitor 0.4 and MsrA act -4.
Cc1nn(-c2ccccc2)c(C)c1/C=N/O was read as Rpn11 block inactive, eLon inh -9, MT1-MMP act inh 2, CSN inh 2, Rin1-Abl PPI inh -3, FAS-TE inh -8, PABP1 MLLE inh 2, MsrA inhibitor -0.1 and MsrA act -4.
For N#Cc1ccc(Sc2ccccn2)c([N+](=O)[O-])c1 the results were Rpn11 block inactive, eLon inh -13, MT1-MMP act inh 1, CSN inh -1, Rin1-Abl PPI inh -1, FAS-TE inh 0, PABP1 MLLE inh -13, MsrA inhibitor 0.9 and MsrA act -2.
COc1cc(OC)cc(C(=O)NC2CCCN(Cc3ccc(Cl)cc3)C2)c1 (stereo not given) was read as Rpn11 block inactive, eLon inh -3, MT1-MMP act inh 2, CSN inh 0, Rin1-Abl PPI inh 3, FAS-TE inh 10, PABP1 MLLE inh -5, MsrA inhibitor -1.6 and MsrA act 1.
For Cc1c(NC(=O)C2Cc3ccccc3CN2C(=O)c2ccco2)c(=O)n(-c2ccccc2)n1C (stereo not given) the results were Rpn11 block inactive, eLon inh -5, MT1-MMP act inh -1, CSN inh -9, Rin1-Abl PPI inh -1, FAS-TE inh -2, PABP1 MLLE inh 12, MsrA inhibitor 0.2 and MsrA act -2.
`CCN(CCNC(=O)c1ccc2nc(-c3ccccc3NC(C)=O)c(=O)[nH]c2c1)c1ccccc1` gave Rpn11 block inactive, eLon inh -7, MT1-MMP act inh 4, CSN inh -2, Rin1-Abl PPI inh -1, FAS-TE inh -2, PABP1 MLLE inh -12, MsrA inhibitor 1.2 and MsrA act -2.
NS(=O)(=O)c1ccc(NC(=S)Nc2ccn(Cc3cccc4ccccc34)n2)cc1 was read as Rpn11 block inactive, eLon inh 4, MT1-MMP act inh 4, CSN inh 3, Rin1-Abl PPI inh 1, FAS-TE inh 24, PABP1 MLLE inh 32, MsrA inhibitor 0.0 and MsrA act -9.
Screening Cc1cc(C)nc(SCC(=O)Nc2ccc(S(=O)(=O)N3CCCCC3)cc2)n1 returned Rpn11 block inactive, eLon inh -9, MT1-MMP act inh 3, CSN inh -1, Rin1-Abl PPI inh 6.3*, FAS-TE inh -1, PABP1 MLLE inh -1, MsrA inhibitor -0.1 and MsrA act -10.
Screening COC(=O)CCCCNC(=O)Nc1ccccc1 returned Rpn11 block inactive, eLon inh -7, MT1-MMP act inh -1, CSN inh 4, Rin1-Abl PPI inh 2, FAS-TE inh -2, PABP1 MLLE inh 5, MsrA inhibitor -0.3 and MsrA act -7.
For O=C(NCCC1=CCCCC1)C1CCCN(S(=O)(=O)c2cccc3cccnc23)C1 (stereo not given) the results were Rpn11 block inactive, eLon inh -5, MT1-MMP act inh 5, CSN inh 1, Rin1-Abl PPI inh 3, FAS-TE inh 12, PABP1 MLLE inh 2, MsrA inhibitor -0.9 and MsrA act 1.
For CCc1ccc(-c2ccc(C(=O)O)cc2)nc1 the results were Rpn11 block inactive, eLon inh -7, MT1-MMP act inh -4, CSN inh 0, Rin1-Abl PPI inh 4, FAS-TE inh -7, PABP1 MLLE inh -2, MsrA inhibitor -0.5 and MsrA act -7.
`Cc1cn([C@@H](CCCCNC(=O)OC(C)(C)C)C(=O)NCCCCCCCCCCC(=O)N2CCN(C(=O)OC(C)(C)C)CC2)nn1` gave Rpn11 block inactive, eLon inh 9, MT1-MMP act inh 13, CSN inh -2, Rin1-Abl PPI inh 6, FAS-TE inh 12, PABP1 MLLE inh -3 and MsrA act -2.
NC(Cc1ccc(C(F)(F)F)cc1)c1csc(Nc2ccccn2)n1 (stereo not given) was read as Rpn11 block inactive, eLon inh -5, MT1-MMP act inh -1, CSN inh -1, Rin1-Abl PPI inh -3, FAS-TE inh -4, PABP1 MLLE inh 7, MsrA inhibitor -0.6 and MsrA act 0.
For Cc1onc(-c2ccccc2)c1C(=O)OCC(=O)N1CCN(c2ccccc2)CC1 the results were Rpn11 block inactive, eLon inh 0, MT1-MMP act inh -1, CSN inh 5, Rin1-Abl PPI inh 5, FAS-TE inh 9, PABP1 MLLE inh -5, MsrA inhibitor -0.4 and MsrA act -5.
Screening CC(C)N(Cc1nccn1C)C(=O)c1ccc(OC2CCN(C(=O)C3CC3)CC2)cc1 returned Rpn11 block inactive, eLon inh 5, MT1-MMP act inh 0, CSN inh 1, Rin1-Abl PPI inh -4, FAS-TE inh -5, PABP1 MLLE inh 1, MsrA inhibitor -1.0 and MsrA act -4.
`CC(=O)Nc1ccc(/C(C)=N/Nc2nc(Nc3ccccc3)nc(N3CCOCC3)n2)cc1` gave Rpn11 block inactive, eLon inh -2, MT1-MMP act inh 2, CSN inh -9, Rin1-Abl PPI inh 3, FAS-TE inh 1, PABP1 MLLE inh 2, MsrA inhibitor 1.0 and MsrA act -2.
Screening Nc1nonc1-c1noc(-c2ccccc2)n1 returned Rpn11 block inactive, eLon inh -2, MT1-MMP act inh 3, CSN inh -2, Rin1-Abl PPI inh 0, FAS-TE inh -3, PABP1 MLLE inh 7, MsrA inhibitor 0.3 and MsrA act -2.
`Cn1nnnc1SCC1=C(C(=O)O)N2C(=O)C(NC(=O)C3CC3c3ccccc3)C2SC1` (stereo not given) gave Rpn11 block inactive, eLon inh 0, MT1-MMP act inh -4, CSN inh -2, Rin1-Abl PPI inh -2, FAS-TE inh -4, PABP1 MLLE inh 16, MsrA inhibitor -0.1 and MsrA act -3.
CN(CC(=O)Nc1ccc(N2CCOCC2)cc1)CC(=O)Nc1ccc([N+](=O)[O-])cc1Br was read as Rpn11 block inactive, eLon inh 1, MT1-MMP act inh -1, CSN inh 4, Rin1-Abl PPI inh -3, FAS-TE inh -7, PABP1 MLLE inh 13, MsrA inhibitor 1.1 and MsrA act -6.
For Nc1ccc(O)c2c(=O)cc(-c3ccccc3Cl)oc12 the results were Rpn11 block inactive, eLon inh 2, MT1-MMP act inh -4, CSN inh 3, Rin1-Abl PPI inh -3, FAS-TE inh 2, PABP1 MLLE inh 12, MsrA inhibitor -0.2 and MsrA act -4.
`COc1ccc(Oc2ncnc3sccc23)cc1` gave Rpn11 block inactive, eLon inh -5, MT1-MMP act inh -1, CSN inh 1, Rin1-Abl PPI inh 0, FAS-TE inh 3, PABP1 MLLE inh -9, MsrA inhibitor -0.8 and MsrA act -8.
Cc1ccc(CNC(=O)C2CCC(=O)N(C3CCCC3)C2)c(F)c1F (stereo not given) was read as Rpn11 block inactive, eLon inh -8, MT1-MMP act inh 1, CSN inh 0, Rin1-Abl PPI inh -1, FAS-TE inh -5, PABP1 MLLE inh -16, MsrA inhibitor -0.2 and MsrA act -2.
For Cc1ccc(S(=O)(=O)N(C)C)cc1NC(=O)Nc1ccccc1 the results were Rpn11 block inactive, eLon inh -4, MT1-MMP act inh 4, CSN inh 4, Rin1-Abl PPI inh 1, FAS-TE inh 2, PABP1 MLLE inh -2, MsrA inhibitor 0.0 and MsrA act -1.
COc1cc(C)ccc1OCCOCCOc1c(C)cc(C)cc1Br was read as Rpn11 block inactive, eLon inh -4, MT1-MMP act inh -1, CSN inh 0, Rin1-Abl PPI inh -2, FAS-TE inh 28, PABP1 MLLE inh 2, MsrA inhibitor 0.7 and MsrA act -1.
Screening CCOC(=O)c1c(-c2cccs2)csc1NC(=O)c1ccco1 returned Rpn11 block inactive, eLon inh -2, MT1-MMP act inh 0, CSN inh 3, Rin1-Abl PPI inh 4, FAS-TE inh -5, PABP1 MLLE inh -8, MsrA inhibitor -0.1 and MsrA act -4.
Screening CCOc1ccc(NC(=O)N2CCC(C(N)=O)(N3CCCCC3)CC2)cc1 returned Rpn11 block inactive, eLon inh -6, MT1-MMP act inh -3, CSN inh 2, Rin1-Abl PPI inh -6, FAS-TE inh -6, PABP1 MLLE inh 6, MsrA inhibitor -0.7 and MsrA act -7.
For CCCC1=Nc2cc(C(=O)NCCCOC(C)C)ccc2Sc2ccccc21 the results were Rpn11 block inactive, eLon inh 2, MT1-MMP act inh 13, CSN inh 3, Rin1-Abl PPI inh -4, FAS-TE inh 10, PABP1 MLLE inh 7, MsrA inhibitor -0.9 and MsrA act 1.
For COc1ccccc1N1CCN(C(=O)CN(C2CCCCC2)S(C)(=O)=O)CC1 the results were Rpn11 block inactive, eLon inh 4, MT1-MMP act inh -7, CSN inh -5, Rin1-Abl PPI inh 0, FAS-TE inh 0, PABP1 MLLE inh 12, MsrA inhibitor 0.1 and MsrA act -1.

Screening data from PubChem.
